EBV gp42 block = EBV gp42 inhibition. Q1HVG2. Fluorescence polarization binding assay, mP read-out. inhibition, % (tested at 21.74 µM). 0.42% of 220,000 active; in the data active means inhibition above about 50%
CHOP inhibitor = CHOP inhibition in unfolded protein response; CHO-K1 CHOP-promoter luciferase, tunicamycin-induced, 15-18 h; inhibition, % at 10 µM; 3.8% of 220,000 active;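 active means compounds that reduced the stress-induced luciferase reporter signal by more than about 70% of percent inhibition, limit read from the data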;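 further: 0% = tunicamycin plus vehicle and 100% = wells without tunicamycin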
TRPML3 ag = human mucolipin-3 channel agonism | Q8TDD5 | HEK293 TRPML3-YFP, Fluo-8 calcium fluorescence; 100% = the carbachol control signal | activation, % at 3 µM | 0.29% of 220,000 active | AID 1448;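 active means activation above its plate's cutoff, the mean activation of the plate's test wells plus 3 SD, cut at about 12% in these data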;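 further: 0% = DMSO only wells and 100% = carbachol wells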
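Material: HEK293 cells stably carrying human TRPML3-YFP; compound dosing: single dose, 3 µM final nominal compound, 0.3% DMSO final; incubation: 1-h 37 °C dye load, 5-s basal, 120-s post-compound reads; technique: Fluo-8 intracellular calcium fluorescence, excitation 470-495 nm, emission 515-575 nm; read-out basis: percent activation from peak-to-basal fluorescence ratio, scaled between DMSO and carbachol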
MDM2 E3 inh = Mdm2 E3 ligase (human) inhibition; cell-based MDM2 ubiquitination luciferase reporter, 2 h; 0 = plate control, 100 = twice control, blank-subtracted; signal enhancement, % at 5 µM; 0.11% of 210,000 active; AID 1230;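 active means signal enhancement of 30% or more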;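 further: luminescence tracks abundance of the self-degrading MDM2-luciferase fusion protein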
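System: stable MDM2–luciferase fusion reporter cells / Input: 2000 cells seeded into each well / Schedule: 4 h settle plus 2 h compound, 37 °C / Compound: single-point 5 µM / Buffer or medium: cells held in DMEM / Benchmarks: control and blank well means / Evaluation: percent signal gain over controls, blank-subtracted / Measured by: luciferase luminescence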
PPC-1+TRAIL kill = compounds killing PPC-1 cancer cells with TRAIL present (potentiator screen, no TRAIL-free arm); PPC-1 cells + TRAIL, ATPLite viability luminescence; cell killing (% activity), % at 4 µM; 0.41% of 220,000 active;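 active means cell killing above 50% in the first pass at 4 µM, then a duplicate retest at 5 µM averaging 50% or more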;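 further: plate controls were cells with TRAIL plus DMSO for no effect and medium-only wells lacking cells for full effect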
TNF death inh = inhibitors of TNF-alpha induced necroptosis in Jurkat FADD-/- cells. Jurkat FADD-/- TNF necroptosis rescue, ATP luminescence, 24 h; 0 = TNF only, 100 = no-TNF cells. activation (protection from cell death), % at 10 µM. 0.068% of 220,000 active. AID 463075;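 active means activation, meaning protection from cell death, of at least 50% relative to plate controls; inactive means activation below 50%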;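 further: necroptosis triggered by 40 ng/mL TNF-alpha added together with compound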
TRPN1 ag = agonists of zebrafish TRPN1 channel; HEK293 zebrafish TRPN1-YFP, Fluo-8 calcium fluorescence; 100% = response to 87 µM carbachol; activation, % at 3 µM; 0.18% of 220,000 active; AID 1424;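 active means activation above its plate's cutoff, the mean activation of test wells on that plate plus 3 SD, cut at about 19% in these data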;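 further: 0% = DMSO alone and 100% = 87 µM carbachol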
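Material: zebrafish TRPN1-YFP in HEK293 cells. Doses: one dose of 3 µM, 0.3% DMSO. Incubation: dye 1 h 37 °C plus 30 min RT. Measured by: intracellular calcium fluorescence with Fluo-8.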
p47phox inh = inhibitors of human p47phox binding. inhibition, % at 24.7 µM. P14598. AID 1274. p47phox/p22phox peptide binding, fluorescence polarization, 2 h. 0.53% of 220,000 active;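 active means inhibition above about 30%, limit read from the data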;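 further: 0% = p47phox with labelled peptide and 100% = labelled peptide alone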
Target sequence (P14598 whole entry, looked up): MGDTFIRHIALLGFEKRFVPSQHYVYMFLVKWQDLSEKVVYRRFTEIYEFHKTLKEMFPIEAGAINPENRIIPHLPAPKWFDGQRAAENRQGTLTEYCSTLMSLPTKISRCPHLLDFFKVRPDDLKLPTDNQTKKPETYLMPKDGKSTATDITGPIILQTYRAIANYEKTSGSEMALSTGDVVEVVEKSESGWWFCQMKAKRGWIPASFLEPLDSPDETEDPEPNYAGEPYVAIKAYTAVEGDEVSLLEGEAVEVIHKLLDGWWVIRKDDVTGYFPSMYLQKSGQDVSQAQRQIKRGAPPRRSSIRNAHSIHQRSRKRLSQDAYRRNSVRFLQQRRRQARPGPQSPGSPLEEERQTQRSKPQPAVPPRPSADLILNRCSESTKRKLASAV
Runt-SMMHC FRET = Runt domain-CBFb-SMMHC interaction inhibition; inhibition, % at 20 µM; AID 1434; Cerulean-Runt/Venus-CBFb-SMMHC FRET ratio 530/480, 1 h; Q01196+Q13951; 0.74% of 220,000 active;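 active means mean inhibition across duplicate retests at 20 µM reaching about 50%, limit read from the data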;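 further: 0% = DMSO wells and 100% = wells with excess untagged CBFb-SMMHC; inhibitors lower the FRET ratio by blocking Runt binding to CBFb-SMMHC; some results filed as inactive read as strong as hits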
Target sequence (Q01196 whole entry, looked up, the tested form may be a part): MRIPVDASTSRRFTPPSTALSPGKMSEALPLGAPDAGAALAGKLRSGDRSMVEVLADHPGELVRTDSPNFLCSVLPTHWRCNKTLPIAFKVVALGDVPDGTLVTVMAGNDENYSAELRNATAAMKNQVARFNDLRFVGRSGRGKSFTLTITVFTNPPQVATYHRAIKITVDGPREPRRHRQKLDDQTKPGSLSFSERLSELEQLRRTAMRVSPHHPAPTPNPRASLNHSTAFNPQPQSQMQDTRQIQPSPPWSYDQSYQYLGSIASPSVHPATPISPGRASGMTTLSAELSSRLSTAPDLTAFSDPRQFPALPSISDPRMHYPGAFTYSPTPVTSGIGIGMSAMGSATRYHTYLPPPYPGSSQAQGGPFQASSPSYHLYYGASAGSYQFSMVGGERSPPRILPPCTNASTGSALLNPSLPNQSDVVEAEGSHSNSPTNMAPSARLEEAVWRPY
Target sequence (Q13951 whole entry, looked up, the tested form may be a part): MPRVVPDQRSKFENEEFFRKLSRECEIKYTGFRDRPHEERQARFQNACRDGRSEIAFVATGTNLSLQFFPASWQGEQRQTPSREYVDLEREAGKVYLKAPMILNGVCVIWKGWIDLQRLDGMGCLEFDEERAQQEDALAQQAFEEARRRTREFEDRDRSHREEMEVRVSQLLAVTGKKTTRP
Active calls of the source: *; · = no result given.

SMILES	EBV gp42 block	CHOP inhibitor	TRPML3 ag	MDM2 E3 inh	PPC-1+TRAIL kill	TNF death inh	TRPN1 ag	p47phox inh	Runt-SMMHC FRET
FC(F)(F)c1nnc(-c2ccccc2)nc1Oc1ccccc1	-7	35	0.3	-8	26	-8.5	0.5	-3	-3
O=C(NCc1ccccc1)NC1(C(=O)N2CCOCC2)CCCCC1	-7	28	1.1	-5	15	1.5	2.0	-7	-1
CCOC(=O)CCCC(=O)N1CCOCCOCCN(C(=O)CCCC(=O)OCC)CCOCCOCC1	-24	1	0.3	-26	·	-0.3	-0.4	-7	·
CCCc1cc(C(=O)NCCc2ccccc2)no1	-25	-3	0.0	-10	19	2.6	1.2	1	0
Cc1c(Cl)cccc1Nc1nc(N)nc(CSC(=S)N2CCOCC2)n1	13	7	0.5	-2	11	0.3	-0.6	-12	-4
O=C(NC1CCCC1)C(c1ccccc1)N(C(=O)c1ccno1)c1ccccc1 (centres undefined)	-21	-2	0.3	2	9	-0.2	0.0	-22	0
CC(C)c1nc(N2CCN(C(=O)c3ccco3)CC2)c2c3c(sc2n1)CCCC3	19	74*	0.4	-9	20	-0.1	-0.9	-12	6
ClC1(Cl)CC1CSc1nc2ccccc2[nH]1 (centres undefined)	-10	-1	-0.7	22	6	2.9	-1.3	-5	1
CCc1ccc(C(=O)COC(=O)CNC(=O)CNC(=O)Cc2ccccc2)cc1	-3	9	-0.1	-1	-2	-2.5	-1.3	5	-3
Cc1ccc(Cl)cc1NC(=O)c1cnn2c1NC(c1ccco1)CC2C(F)(F)F (centres undefined)	-1	68	0.4	0	0	-0.1	-0.5	-78	5

Brought forward from above: 6 entries, followed by the next part.
SMILES	EBV gp42 block	CHOP inhibitor	TRPML3 ag	MDM2 E3 inh	PPC-1+TRAIL kill	TNF death inh	TRPN1 ag	p47phox inh	Runt-SMMHC FRET
Cc1c(Cl)cccc1Nc1nc(N)nc(CSC(=S)N2CCOCC2)n1	13	7	0.5	-2	11	0.3	-0.6	-12	-4
O=C(NC1CCCC1)C(c1ccccc1)N(C(=O)c1ccno1)c1ccccc1 (centres undefined)	-21	-2	0.3	2	9	-0.2	0.0	-22	0
CC(C)c1nc(N2CCN(C(=O)c3ccco3)CC2)c2c3c(sc2n1)CCCC3	19	74*	0.4	-9	20	-0.1	-0.9	-12	6
ClC1(Cl)CC1CSc1nc2ccccc2[nH]1 (centres undefined)	-10	-1	-0.7	22	6	2.9	-1.3	-5	1
CCc1ccc(C(=O)COC(=O)CNC(=O)CNC(=O)Cc2ccccc2)cc1	-3	9	-0.1	-1	-2	-2.5	-1.3	5	-3
Cc1ccc(Cl)cc1NC(=O)c1cnn2c1NC(c1ccco1)CC2C(F)(F)F (centres undefined)	-1	68	0.4	0	0	-0.1	-0.5	-78	5
Cc1ccccc1NC(=S)NC(NC(=O)c1ccccc1C)C(Cl)(Cl)Cl (centres undefined)	-10	1	0.8	-5	11	-5.2	-1.2	-9	0
CCOc1ncccc1C(=O)NCc1ccc(OC)cc1	-15	-14	0.2	-27	4	-14	0.3	-13	1
CCn1nc(C)c(Br)c1Nc1ccc(Br)cc1	12	42	-0.6	-4	-16	3.5	-2.7	-13	0
COc1ccccc1N1CCN(C/C(C)=C/c2ccccc2)CC1	-12	48	1.0	15	-3	0.9	-1.4	-7	-2
O=C(COC(=O)CNC(=O)c1ccccc1F)NCC(F)(F)F	5	11	0.1	-10	10	0.0	-1.5	-7	-1
Cc1nc(N)sc1C(=O)OCC(C)C	-8	10	0.2	-2	6	-0.8	-1.1	3	3
CC(=O)NC1CC2CCCC(C1)N2S(=O)(=O)c1cccc(F)c1 (centres undefined)	-20	26	-0.8	-3	8	-1.0	1.8	-11	-2
COc1ccccc1C1N(c2cc(Cl)ccc2OC)C(=O)C2CCCN21 (centres undefined)	-3	14	-0.2	-26	18	0.3	-0.3	-13	0
CCOC(=O)c1ccc(NC(=O)CN2C(=O)C(C)SC(C)C2=O)cc1 (centres undefined)	3	17	0.7	-10	4	1.7	0.2	-3	1
CC(=O)Nc1ccccc1C(=O)C(=O)Nc1ccc(F)cc1	-3	0	0.6	-14	9	-1.8	0.0	-12	6
O=C1CN2C(=Nc3ccc(Cl)cc3C2c2ccccc2)CN1 (centres undefined)	-9	47	0.6	-7	18	2.2	0.8	2	3
CCCc1ccc(-c2cc(NC(=O)CSc3n[nH]c(N)n3)n(-c3ccccc3)n2)cc1	10	-15	0.5	2	9	2.4	0.9	-18	-6
Cc1nnc(Nc2ccc(Cl)cc2)s1	0	-10	0.2	-7	15	1.0	-1.1	-5	1
COc1cccc(/C=N/NC(=O)c2cc3c(OC)cccc3[nH]2)c1OC	11	15	0.3	-5	8	2.0	0.1	-41	0
CC1(C)CC2(CC(C)(C(=O)CSc3nc4ccccc4s3)OC2=O)C(=O)O1 (centres undefined)	-19	9	3.3	13	5	-0.8	8.4	0	2
CCc1ccc(CN/C=C/C(=O)c2ccc(Br)cc2)cc1	-10	104*	1.3	0	9	-0.2	0.5	-13	1
O=c1c2ccccc2oc2nc(C3CCCCC3)n(Cc3ccco3)c(=O)c12	3	52	0.1	1	-4	-6.0	0.5	-6	-6
CC1(C)c2ccccc2N2CC(=O)NC21/C=C/c1ccco1 (centres undefined)	-5	15	1.1	-11	24	-5.3	2.5	-20	5
COc1ccc(CN(C(=O)CN2C(=O)COc3ccccc32)C2CCCC2)c(OC)c1	7	14	1.8	6	-28	-1.5	3.5	-3	0
COc1ccc2[nH]c3c(NCCN4CCCCC4)ncnc3c2c1	-18	-20	0.4	-20	16	6.1	0.7	-16	1
Cc1ccc(S(=O)(=O)N2CCC(C(=O)NCCc3ccccn3)CC2)cc1	-25	-2	-0.9	-9	-4	1.5	-0.6	-6	-3
O=C1N/C(=C/c2ccc(N3CCOCC3)cc2)C(=O)N1Cc1ccc(F)cc1	-11	20	0.7	-20	9	-1.6	0.6	-4	-39
Cc1cc(N/C=C/C(=O)c2cccs2)ccc1F	0	-34	0.5	-43	9	-1.7	-0.7	-18	8
N#Cc1nc(COc2ccccc2Cl)oc1NCc1ccco1	-17	6	-0.7	12	0	-1.1	-0.2	-13	4
C(=N\c1nccs1)/c1cccnc1	-13	-2	0.1	5	0	-1.0	-0.1	-10	-2
Cc1ccc(-n2c(SCC(=O)Nc3ccc4cn[nH]c4c3)nnc2-c2ccco2)cc1	8	14	-1.5	-9	2	2.7	-1.5	-20	2
O=C(CN1C(=O)C2C3C=CC(C3)C2C1=O)Nc1ccc(C(=O)O)cc1 (centres undefined)	-13	-21	0.0	-1	-1	-2.1	1.2	-4	-7
NNC(=O)c1nc(-c2cccc(-n3cccc3)c2)no1	-4	13	1.7	4	29	0.6	3.7	-19	0
N#C/C(=C\c1cc([N+](=O)[O-])c(N2CCCCC2)cc1N1CCCCC1)c1nn(-c2ccccc2)c(N)c1C#N	-7	35	0.2	-37	4	1.0	0.5	-21	-8
Cc1cc(C)c(NC(=S)NCCCSC2CCCCC2)c(C)c1	10	-12	-0.4	4	12	-8.1	0.2	0	15
Cc1ccc2c(c1)c1nnc(SCC(=O)Nc3cccc(Cl)c3C)nc1n2CC(=O)O	-12	32	0.2	-7	3	1.9	-1.0	-9	-9
CN(C)S(=O)(=O)N1CCN(c2ccc([N+](=O)[O-])c(NC3CC3)c2)CC1	-5	26	-1.2	-2	5	0.4	-1.5	7	0
Cc1sc(-c2cccnc2)nc1OC(=O)C1CC1	1	26	0.3	-1	12	0.0	0.7	-12	-3
CN(NC(=O)c1ccccc1F)c1nc(C(F)(F)F)nc2ccccc12	-4	17	0.0	-7	14	-6.4	-0.6	2	0
NS(=O)(=O)c1ccc(NCC2COc3ccccc3O2)c([N+](=O)[O-])c1 (centres undefined)	3	30	0.8	-4	17	-0.1	1.3	-11	-1
CCC(C)(C)n1nnnc1C(c1ccccc1F)N1CCC(C(N)=O)CC1 (centres undefined)	0	-15	1.1	-15	10	-2.9	0.5	-18	3
CN(C)c1ccc(C(=S)Nc2ccccc2)cc1	6	17	0.7	-31	35	0.1	-0.1	0	-2
CN(C)c1ccc(NC(=O)c2cccc(N3C(=O)CCC3=O)c2)cc1	-20	-21	0.5	-4	26	-0.2	0.7	-3	6
O=[N+]([O-])c1cc2c(cc1[N+](=O)[O-])OCCOCCOCCOCCO2	-10	2	0.4	-3	-5	-6.0	0.3	-1	-2
COC(=O)c1ccc(NC(=O)CCNS(=O)(=O)c2cccc3nonc23)cc1	6	31	-0.1	-2	2	2.7	4.4	-8	0
Cc1ccc(C(O)P(=O)(OCc2ccccc2)c2ccc(N(C)C)cc2)cc1 (centres undefined)	-14	3	0.4	-13	19	-2.8	-2.9	-14	-1
CCN(CC)CCn1c(=S)[nH]c2ccc(Cl)cc2c1=O	3	-12	1.0	-13	4	2.3	0.8	-3	4
CCN(Cc1ccccc1)C(=O)c1ccc(CNS(=O)(=O)c2ccc(C)cc2)cc1	-3	27	-1.2	-3	8	3.1	-1.5	-4	-1
CCOc1cc(/C=N/O)ccc1OCC(=O)Nc1cccc(C)c1	-8	29	0.0	-8	19	0.1	0.9	-24	-5
COC(=O)c1ccc2nc(NC(=O)C(C)C)sc2c1	4	-22	0.1	-17	31	2.3	-0.1	-2	-2
Cc1cc(SCC(=O)N/N=C/c2ccc(O)c(O)c2)c(C)cc1Br	0	-2	0.0	·	44	-8.8	1.7	-15	6
Cc1cc(C(=O)CSc2nncs2)c(C)n1Cc1ccco1	-1	11	1.1	-37	9	-0.9	2.6	-4	-2
O=C(NCC1CCCO1)c1ccc(COCC(F)(F)C(F)F)cc1 (centres undefined)	-20	41	0.1	-12	2	-0.5	0.0	-11	4
COc1ccc(/C=C2\CCc3ccccc3C2=O)cc1Cn1nc(C)cc1C	-17	70*	-0.7	-3	-4	-13	-0.3	-19	1
Cn1c(SCC(=O)NC(=O)c2cccc([N+](=O)[O-])c2)nnc1-c1ccc(F)cc1	-1	12	0.5	2	4	1.5	1.5	-6	1

Other structures follow.
SMILES	EBV gp42 block	CHOP inhibitor	TRPML3 ag	MDM2 E3 inh	PPC-1+TRAIL kill	TNF death inh	TRPN1 ag	p47phox inh	Runt-SMMHC FRET
O=c1[nH]c(CN2CCN(S(=O)(=O)c3ccc(Cl)cc3)CC2)nc2cc(Cl)ccc12	-17	29	0.2	-11	29	-0.2	0.3	-27	6
C[C@@H](CN1C2=NC[C@H](C)N2C[C@H]1Cc1ccc(O)cc1)NC(=O)CCC1CCCCC1	-11	8	0.4	·	4	0.7	-1.0	-13	-2
COc1cc(CNCc2cccs2)ccc1OCC(N)=O	-12	15	0.2	-4	9	-1.6	1.5	-1	4
O=C(CC1C(=O)NCCN1Cc1c(F)cccc1Cl)NCCC1=CCCCC1 (centres undefined)	3	13	0.4	0	0	0.5	0.4	7	1
C=CCn1c(C)cc(C(=O)COc2nncc3ccccc23)c1C	-14	-9	0.8	-11	15	-2.1	0.0	-11	-5

Compound activity from PubChem.
